# Screening results as filed in PubChem.
# Texas Red fluor – qHTS Assay for Spectroscopic Profiling in Texas Red Spectral Region; Compound fluorescence, Texas Red channel, 547/618 nm; hits give high values; max dye-equivalent concentration, M; 0.06% of 59,000 active; in the data active = max dye-equivalent concentration above about 10 nM; inconclusive = between about 1.1 nM and that limit
#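 Compound titrations in 100 mM Tris pH 8.0 were incubated 15 min at room temperature and read at 547 nm excitation / 618 nm emission. Texas Red six-point standard curve on each plate converted fluorescence to dye-equivalent concentration.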
# CRE-bla Fsk – Cell signaling CRE-BLA (Fsk stim); Potency, µM (doses to about 38.2 µM), for inactives: at the top dose activity change, negative = inhibition, usual class: activators; 2.5% of 71,000 active; CHO CRE-bla reporter (cAMP response element driving beta-lactamase), forskolin EC10, beta-lactamase ratio; active = well fitted activation curve with a large enough effect in the signal ratio, with a control signal flat, not every such curve was filed as active; inconclusive = small, poorly fitted or top-dose-only effect, or effect the other way, or a change in a side signal; the % refers to the signal ratio; note: potency is the fitted concentration of half-maximal effect; % of control where 0% means no effect
#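 Modulation of forskolin-driven signalling is measured in CHO cells carrying a CRE-controlled beta-lactamase reporter. Cells are stimulated with EC10 NKH 477 in the presence of titrated compound for 3 h at 37 °C, then loaded with CCF4 for 2 h at room temperature.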
# DNA Pol III inh – qHTS Assay for Inhibitors of DNA Polymerase III Holoenzyme System. AID 603, 2007. reconstituted DNA polymerase III holoenzyme replication, biochemical. Potency, µM (series often up to 57.1 µM), for the others: at the top dose activity change, negative = inhibition. 0.25% of 71,000 active; note: potency is the fitted concentration of half-maximal effect; % is set by controls: 0 for no effect and ±100 for the full control effect
#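 Reconstituted *E. coli* holoenzyme (0.35 nM Pol III, 1 nM beta, 154 nM SSB, 2 nM primase) was preincubated with compound for 15 min at RT. Synthesis on 1.4 nM ssM13Gori ran 35 min, then was stopped with PicoGreen/EDTA and read as dsDNA fluorescence.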
# Tau filament bind – qHTS Assay for Tau Filament Binding | AID 596, 2007 | 2% of 71,000 active | Potency, µM (highest dose often 57.1 µM), without a hit: at the top dose activity change, negative = inhibition | recombinant tau filaments, thioflavin S fluorescence, 15 h; filaments grown with octadecylsulfate alongside compound;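 note: potency is the fitted concentration of half-maximal effect; % is set by controls: 0 for no effect and ±100 for the full control effect; actives lower thioflavin S fluorescence by blocking filaments or displacing dye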
#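 ThS-based fibril read: tau 1 uM final, inducer ODS 30 uM final, 37 C for 15 h, ex 450/em 510 nm.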
# Rhodamine autofl – qHTS Assay for Spectroscopic Profiling in Rhodamine Spectral Region. Rhodamine-region fluorescence, 547/598 nm, Tris buffer; hits give high values. max dye-equivalent concentration, M. 0.05% of 59,000 active. AID 594, 2007; in the data active = max dye-equivalent concentration above about 11 nM; inconclusive = between about 1.1 nM and that limit
#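 Compound fluorescence in 100 mM Tris, pH 8.0, read after 15 min at room temperature with 547 nm excitation and 598 nm emission. Output is dye-equivalent concentration from an on-plate rhodamine standard series.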
# ALOX15 inhib – qHTS Assay for Inhibitors of 15-hLO (15-human lipoxygenase); Polyunsaturated fatty acid lipoxygenase ALOX15 (Homo sapiens), P16050; purified 15hLO-1, xylenol orange hydroperoxide absorbance; Potency, µM (series often up to 57.1 µM), without a hit: at the highest dose activity change, negative = inhibition, actives largely listed as inhibitors; 1.4% of 74,000 active; note: potency is the fitted concentration of half-maximal effect; % is set by controls: 0 for no effect and ±100 for the full control effect; nearly all actives have a fitted effect of over 55% in size
# Target sequence (P16050 whole entry, looked up): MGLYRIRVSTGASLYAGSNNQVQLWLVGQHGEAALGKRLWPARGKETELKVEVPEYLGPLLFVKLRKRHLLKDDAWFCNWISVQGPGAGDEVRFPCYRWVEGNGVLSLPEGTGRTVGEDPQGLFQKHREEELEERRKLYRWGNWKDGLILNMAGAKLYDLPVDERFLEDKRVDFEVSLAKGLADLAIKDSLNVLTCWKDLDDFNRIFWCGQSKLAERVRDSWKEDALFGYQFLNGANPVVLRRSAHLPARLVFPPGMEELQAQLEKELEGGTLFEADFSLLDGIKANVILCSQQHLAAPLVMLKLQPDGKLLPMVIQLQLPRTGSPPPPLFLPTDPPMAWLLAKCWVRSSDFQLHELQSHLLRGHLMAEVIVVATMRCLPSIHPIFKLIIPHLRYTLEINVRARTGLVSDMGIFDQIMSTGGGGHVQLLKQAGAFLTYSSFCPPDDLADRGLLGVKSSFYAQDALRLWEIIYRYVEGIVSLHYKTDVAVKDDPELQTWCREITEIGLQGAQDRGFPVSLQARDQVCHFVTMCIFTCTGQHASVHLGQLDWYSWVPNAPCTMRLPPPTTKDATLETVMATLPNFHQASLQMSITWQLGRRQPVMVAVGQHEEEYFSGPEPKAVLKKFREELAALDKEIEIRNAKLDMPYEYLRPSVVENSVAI
#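 Inhibition is scored from a chromogenic endpoint. After 15 min enzyme-compound contact, arachidonic acid (50 uM final) reacts 6 min with 40 nM 15hLO-1 at room temperature, then Fe-XO reagent is added for 30 min and absorbance ratio recorded.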
# HADH2 inh – qHTS Assay for Inhibitors of HADH2 (Hydroxyacyl-Coenzyme A Dehydrogenase, Type II); 3-hydroxyacyl-CoA dehydrogenase type-2 (Homo sapiens), Q99714; recombinant HADH2, NADH fluorescence, beta-hydroxybutyryl-CoA; Potency, µM (doses to about 57.1 µM), without a hit: top-dose activity change, negative = inhibition, actives largely listed as inhibitors; 3.4% of 73,000 active; note: potency is the fitted concentration of half-maximal effect; % is set by controls: 0 for no effect and ±100 for the full control effect; nearly all actives have a fitted effect of over 60% in size; many of its hits are not listed in these tables
# Target sequence (Q99714 whole entry, looked up, one chain of several): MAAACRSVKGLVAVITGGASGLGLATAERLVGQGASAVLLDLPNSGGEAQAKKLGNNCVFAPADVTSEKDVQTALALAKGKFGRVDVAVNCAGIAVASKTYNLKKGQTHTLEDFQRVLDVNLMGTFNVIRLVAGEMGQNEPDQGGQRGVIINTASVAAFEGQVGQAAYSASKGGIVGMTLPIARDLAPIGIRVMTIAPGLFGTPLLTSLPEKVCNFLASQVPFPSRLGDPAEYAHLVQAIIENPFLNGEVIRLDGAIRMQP
#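 Activity measured as NADH fluorescence gain (360/450 nm), taken as the change between first and last reads of a 4-min kinetic run. Conditions: pH 9.0 Tris buffer, 20 nM E. coli-expressed His-tagged enzyme, 1 mM NAD+, 90 uM beta-hydroxybutyryl-CoA; 15-min compound preincubation.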
# ERK AVP block – qHTS Assay for Inhibitors of the ERK Signaling Pathway using a Homogeneous Screening Assay; HEK293-V1b, vasopressin-stimulated pERK AlphaScreen; Potency, µM (doses to about 57.5 µM), for inactives: at the highest dose activity, negative = inhibition, actives largely listed as inhibitors; 0.99% of 72,000 active; AID 995, 2007; note: potency is the fitted concentration of half-maximal effect; % is set by controls: 0 for no effect and ±100 for the full control effect; nearly all actives have a fitted effect of over 55% in size
#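 HEK293 cells stably expressing V1b receptor, seeded overnight in 1% FBS, were treated with compounds for 30 min at 37C, then stimulated 5 min with 25 nM vasopressin; phospho-ERK read by AlphaScreen SureFire after lysis.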
# Hsp90 Hop PPI – qHTS Assay for Disrupters of an Hsp90 Co-Chaperone Interaction. Hsp90 C-terminal peptide / TPR2A (Hop) interaction, human. AlphaScreen TPR2A-His6 binding biotin-Hsp90 C-terminal peptide. Potency, µM (top dose mostly 57 µM), for inactives: at the highest dose activity change, negative = inhibition. 0.44% of 71,000 active. AID 595, 2007; active = well fitted curve in either direction with a large enough effect; inconclusive = small, poorly fitted or top-dose-only effect, or another doubt; note: potency is the fitted concentration of half-maximal effect; % is set by controls: 0 for no effect and ±100 for the full control effect; many of its hits are not listed in these tables
# FLuc inh – qHTS Assay for Inhibitors of Firefly Luciferase; Potency, µM (series often up to 57.1 µM), without a hit: top-dose activity change, negative = inhibition, usual class: inhibitors; 2.2% of 72,000 active; purified firefly luciferase, luminescence, 8 min; Luciferin 4-monooxygenase (Photinus pyralis), P08659; note: potency is the fitted concentration of half-maximal effect; % is set by controls: 0 for no effect and ±100 for the full control effect; nearly all actives have a fitted effect of over 40% in size
#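 Compounds were tested as concentration series (qHTS) against purified P. pyralis luciferase with luciferin and 10 uM ATP in 50 mM imidazole pH 7.2, 50 mM KCl, 7 mM MgCl2, 0.01% Tween 20, 0.05% BSA. Luminescence was read after 8 min at ambient temperature.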
# HBB splicing – qHTS Assay for Modulators of Hemoglobin Beta Chain Splicing. HBB splicing reporter cell assay, activation; EGFP reporter with mutant IVS2-654 intron; response scale: normalised to 500 nM splice-correcting PNA. Potency, µM (highest dose often 46.1 µM), inactives show at the highest dose activation, most hits filed as activators. 0.06% of 65,000 active; note: potency is the fitted concentration of half-maximal effect; 0% is about no effect
#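 Compounds were applied for 2 days to HeLa EGFP-654 cells, 500/well in Optimem with 2% FCS. The reporter's EGFP is disrupted by mis-splicing of beta-globin intron IVS2-654. Readout: summed well GFP fluorescence from 488 nm laser scanning; reference was 500 nM antisense […] 654 PNA.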
# An asterisk follows results filed as active; i = inactive; ? = inconclusive; . = no result given; [ ] = another dose, or the depositor's remark. Unless noted, calls come from the whole dose curve; as a rule, active = well fitted curve in the direction sought with a large enough effect; inconclusive = small, poorly fitted or top-dose-only effect, or another doubt; inactive = no such curve, though single readings can be large; an effect the other way counts as inactive or inconclusive.
SMILES,Texas Red fluor,CRE-bla Fsk,DNA Pol III inh,Tau filament bind,Rhodamine autofl,ALOX15 inhib,HADH2 inh,ERK AVP block,Hsp90 Hop PPI,FLuc inh,HBB splicing
COc1ccc(-c2nnc(SCC(=O)NC(C)c3ccccc3)o2)cc1OC (stereo not given),.,14%,-4%,1%,.,-3%,2%,-17%,1%,-8%,-4.5%
Cn1c(SCC2CCCO2)nnc1-c1ccncc1 (stereo not given),?,-12%,5%,-14%,i,4%,-2%,11%,-6%,-1%,-1.3%
C=C(C)[C@H]1CC[C@]2(CO)CC[C@]3(C)[C@@H](CC[C@H]4[C@@]5(C)CC[C@@H](O)C(C)(C)[C@@H]5CC[C@@]43C)[C@H]12,?,-4%[17.1 µM],-7%[25.6 µM],6%[25.6 µM],i,-3%[25.6 µM],0%[25.6 µM],12%[25.7 µM],2%[26 µM],-2%[25.5 µM],0.2%[20.6 µM]
CCCn1c(SCC(=O)Nc2c(C)cccc2CC)nnc1C(C)C,i,1%,0%,-5%,i,2%,9%,0%,-1%,3%,.
Cc1onc(-c2ccccc2Cl)c1C(=O)Nc1ccc(S(=O)(=O)N2CCCC2)cc1,.,-2%,0%,-8%,.,-9%,10%,-11%,-8%,-2%,-1.7%
CC(=O)CN1Cc2ccccc2/C1=N\C(=O)Nc1ccccc1,i,1%,3%,3%,i,3%,-4%,-24%,-1%,2%,0.0%[57.5 µM]
CCc1nnc(NC(=O)CSc2nc3c(c(=O)n2CC)SC(C)C3)s1 (stereo not given),.,0%,-11%,-8%,.,7%,-3%,.,1%,0%,0.0%
COc1ccc2[nH]c(C)c(CN3CCC(C)CC3)c(=O)c2c1,.,?,-1%[11.4 µM],2%[11.4 µM],.,6%[11.4 µM],4%[11.4 µM],-20%,-6%[11 µM],-3%,-1.0%[0.0738 µM]
CCOC(=O)CCCn1nc(C)n2c(cc3sccc32)c1=O,i,?,7%,-4%,i,-7%,?,-24%,-3%,0%,-1.6%
COc1ccc(NC(=O)C2CCCN(S(=O)(=O)c3cccnc3)C2)cc1 (stereo not given),i,1%,-2%,-1%,i,4%,-7%,0%,-5%,2%,0.5%
COc1ccc(CCNS(=O)(=O)c2ccc(F)cc2)cc1OC,?,10%,-1%,-6%,i,4%,5%,10%,2%,-1%,2.5%[57.5 µM]
COC(=O)C1C(=O)c2c([nH]c(C(=O)OC3CCCCC3)c2C)CC1C (stereo not given),.,17%,-3%,49%,.,0%,5%,-5%,1%,1µM*,-0.9%
CCCCOC(=O)Nc1ccccc1C(=O)N1CCCC1,.,2%,-4%,14%,.,6%,2%,-9%,-4%,3%,1.0%
O=C(O)COc1c(F)c(F)c(C(F)(F)F)c(F)c1F,.,?,-1%[11.4 µM],6%[11.4 µM],.,-3%[11.4 µM],4%[11.4 µM],-15%,-5%[11 µM],2%,0.1%[0.0738 µM]
COc1cc(NCCCC(C)N)c2ncccc2c1 (stereo not given),?,-4%,2%,37%,i,-14%,6%,-2%,-4%,-5%,-0.3%[57.5 µM]
O=C1CCCc2c1cc(C(=O)Nc1ccc(Br)cn1)c(=O)n2-c1ccccc1,i,?,2%,?,i,0%,30%[activator],-5%,?,-1%,-2.5%
CCOC(=O)c1oc2cc(O)ccc2c(=O)c1-c1ccccc1OC,.,5%,-4%,-1%,.,-2%,-18%,-8%,-1%,-5%,-0.6%[9.22 µM]
Cn1nc(-c2ccc(Cl)cc2)c2cc(C(=O)N3CCN(c4ccccn4)CC3)sc21,.,?,3%,223%,.,-2%,-4%,-13%,-6%[2.3 µM],2%,-0.8%
CCN1CCCC1CNC(=O)CSc1cc(=O)n(CC)c2ccccc12 (stereo not given),i,-14%,2%,7%,i,2%,-12%,12%,2%,-2%,-0.8%
COc1ncc2ncc(=O)n(CCc3ccccc3)c2n1,i,2%,0%,1%,i,11%,5%,-27%,-1%,1%[11.4 µM],0.6%
COc1cc(-c2n[nH]c(=O)o2)cc(OC)c1OC,i,?,3%,0%,i,11%,-15%,2%,3%,3%,0.1%
CC(=O)COc1ccc2c3c(c(=O)oc2c1C)CCCCC3,i,2µM*,1%,48%,i,2%,13µM*,?,1%,0%,0.6%
CCCCC(NC(C)=O)c1nc2ccccc2n1CCCC (stereo not given),i,-16%,-2%,-2%,i,0%,5%,6%,3%,5%,1.0%
O=C(Nc1ccc(Cl)cc1C(=O)Nc1ccncc1)c1ccco1,i,?,2%,-17%,i,2.5µM*,15%,?,-6%,-1%,-0.2%
CC(=O)OC1C(OC(C)=O)N(C(C)=O)C(=O)N1C(C)=O (stereo not given),i,-2%,2%,-3%,i,15%,1%,-13%,-1%,-2%,0.1%[57.5 µM]
OC(COc1ccc2ccccc2c1)Cn1ccnc1 (stereo not given),i,4%,-1%,12%,i,18%,10%,0%,-5%,2%,.
CCOc1cc(NS(=O)(=O)CC)c(OCC)cc1NC(=O)c1ccco1,i,?,-7%,-5%,i,-2%,0%,-14%,-5%,1%,5.2%
O=C1C2=CC[C@H]3C(=O)N(c4cccc(Oc5ccccc5)c4)C(=O)[C@@H]3[C@@H]2[C@H](O)[C@@H]2O[C@H]12,.,.,.,.,.,-3%[11.4 µM],-14%[11.4 µM],16%[11.5 µM],.,-1%[11.4 µM],-0.1%[9.22 µM]
Cc1cc(C)n2c(=S)[nH]nc2n1,i,?,-2%,1%,i,?,5µM*,18%,-1%,0%,.
O=C(CSc1nnc(-c2ccccc2Br)o1)N1CCN(C(=O)c2ccco2)CC1,i,-8%,0%,-4%,i,7%,3%,-8%,-1%,-2%,-0.5%[57.5 µM]
C[C@H](NC(=O)[C@@H]1C[C@H]1[C@@H](NC(=O)OCc1ccccc1)c1ccccc1)c1ccccc1,.,5%,-1%,i,.,1%,14%,-5%,3%,.,-0.6%
CCOc1ccc2nc(COC(=O)c3ccco3)c(C(C)=O)[n+]([O-])c2c1,i,5%,-3%,6%,i,2%,8%,0%,-1%,2%,1.1%
CN(C)CCCO[C@H]1[C@H]([C@H](O)CO)O[C@H]2OC(C)(C)O[C@@H]21,i,0%,0%,-6%,i,9%,9%,-5%,-4%,0%,2.0%
CC1(C)c2ccccc2N2CC(=O)NC21/C=C/c1ccco1 (stereo not given),i,-18%,-5%,?,i,?,-37%,-12%,-6%,-3%,12%[57.5 µM]
O=C(c1ccccc1)[C@@H]1O[C@H]1c1ccc(-c2ccccc2)cc1,.,?,-5%,?,.,5%[25.6 µM],1%,5%,-6%,-12%,.
Cc1nc(SCn2nnc3ccccc3c2=O)c2c(C)c(C)sc2n1,i,?,1%,0%,i,3%,13%,6%,-3%,-1%,-0.4%
Brc1ccc(-c2noc(CCc3ccccc3)n2)o1,.,5%,-4%,-24%,.,-18%,5%,86%[activator],-4%[2.3 µM],-9%,1.6%
CCOC(=O)c1ccc(-c2ccc(C(=O)Nc3cccnc3)o2)cc1,.,11%,-9%,2%,.,5%,-18%,?,-5%,-25%,-1.0%
Cc1oc(-c2ccccc2F)nc1CS(=O)(=O)CC(=O)NC1CCCC1,.,4%,1%,-18%,.,1%,4%,-3%,-5%,1%,-0.3%
COCCNC(=O)c1ccc2c(c1)NC(=O)CS2,?,-10%,2%,1%,i,5%,-4%,5%,-2%,2%,0.7%
Cc1cc(C)nc(NC2=NCC(=O)N2c2ccccc2Br)n1,.,4%,2%,4%,.,-17%,8%,-20%,-4%,2%,0.3%
COc1ccc(N2CCN(CCNC(=O)c3cccn4c(=O)c5ccc(Cl)cc5nc34)CC2)cc1,i,-13%,-6%,-13%,i,5%,8%,6%,-4%,-1%,2.6%
Cn1c(SCC(=O)Nc2ccc3cn[nH]c3c2)nnc1-c1cccs1,i,22%,-4%,9%,i,-8%,-3%,?,-2%,-1%,-0.5%

# This is a subset, so the mix of outcomes need not match the whole.
